High-throughput results as filed in PubChem.
TWEAK-Fn14 inh – inhibitors of TWEAK-Fn14 signaling, primary screen, luciferase reporter cells, uHTS | TWEAK-stimulated Fn14 reporter cells, luciferase luminescence, 8 h | inhibition, % at 10 µM | actives 2% (n = 360,000) | AID 1159606, 2016; in the data active means inhibition above about 50%
ABHD5-PLIN5 inh – ABHD5-PLIN5 interaction inhibitors, primary screen, cell lysate, split luciferase complementation, luminescence | AID 602281, 2012 | actives 0.78% (n = 360,000) | inhibition, % at 4 µM | Split G. princeps luciferase complementation, 4 h;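 active means inhibition above the mean inhibition across every tested compound plus 3 SD, cut at about 22% in these data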;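 further: 0% = DMSO only wells and the 100% control is not disclosed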
SRC1 inh – SRC1 coactivator transcriptional activity inhibitors, primary screen, cell-based, luminescence; HEK293 GAL4-SRC1 luciferase reporter; inhibition, % at 3.6 µM; actives 0.12% (n = 360,000); AID 588354, 2011;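 active means inhibition above the campaign mean plus 3 SD, with each screening campaign given its own cutoff, cut at about 60% in these data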;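 further: 0% = DMSO treated cells and 100% = gossypol at 36 µM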
NR5A2 inv ag – LRH-1 (NR5A2) inverse agonists, primary screen, cell-based, luminescence, HEK293T, StAR-luciferase reporter; Nuclear receptor subfamily 5 group A member 2 (Homo sapiens), O00482; LRH-1 transfected, 24 h; inhibition, % at 3.6 µM; actives 0.13% (n = 360,000); AID 602396, 2012;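 active means inhibition above the mean inhibition of all tested compounds plus 3 SD, cut at about 73% in these data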;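 further: 0% = DMSO wells and 100% = reporter-only cells lacking LRH-1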
SRC3 inh – SRC3 coactivator transcriptional activity inhibitors, primary screen, cell-based, luminescence; inhibition, % at 3.6 µM; Nuclear receptor coactivator 3 (Homo sapiens), Q9Y6Q9; actives 0.17% (n = 360,000); HEK293 GAL4-SRC3 luciferase reporter;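 active means inhibition above a per-campaign cutoff, the mean of all compounds plus 3 SD, cut at about 60% in these data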;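 further: 0% = DMSO-treated cells and 100% = gossypol-treated cells at 36 µM; higher means less SRC3-driven luciferase light from the GAL4 reporter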
NR2F2 inh – NR2F2 transcriptional activity inhibitors, primary screen, cell-based, luciferase reporter, HEK293T, luminescence. actives 0.7% (n = 370,000). inhibition, % at 8.6 µM. AID 686940, 2013. HEK293T NGFI-A luciferase reporter;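 active means inhibition above a per-plate cutoff, mean inhibition of test wells between control levels plus 3 SD, cut at about 38% in these data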;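 further: cells cotransfected with COUP-TFII expression vector driving the NGFI-A reporter; 0% = median of COUP-TF2 test wells and 100% = reporter-only cells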
Granule exo inh – LAMP-1 surface exposure blockers, TALL-104 cells – cell-based, flow cytometry, MLPCN library, primary screen | TALL-104 LAMP-1 surface exposure; cells stimulated with thapsigargin and PMA | inhibition, % at 10 µM | actives 0.66% (n = 360,000);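 active means inhibition above about 55%, limit read from the data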
TROY signal inh – inhibitors of TROY-driven NF-kB signaling, primary screen, Q293 LMP1-TROYcd cells, NF-kB luciferase, uHTS. Q293 LMP1-TROYcd NF-kB luciferase reporter, 4 h. inhibition, % at 10 µM. actives 0.98% (n = 360,000). AID 1347056, 2019;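 active means compounds whose plate-normalised and pattern-corrected inhibition of the luciferase reporter signal at the single screening dose is 50% or more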
NOD2 RIPK2 PPI – NOD2-RIPK2 binding disruptors in cells, primary screen, fluorescence, CHO cells, BLA complementation | Receptor-interacting serine/threonine-protein kinase 2 (Homo sapiens), O43353 | CCF4 ratio | inhibition, % at 4.98 µM | actives 0.38% (n = 360,000); in the data active means inhibition above about 21%;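 further: 0% = vehicle only and 100% = reference blocker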
NCOA2 inhibitor – inhibition of GAL4-SRC2 driven luciferase reporter, primary screen, SRC2 inhibitor project, cell-based, luminescence; Nuclear receptor coactivator 2 (Homo sapiens), Q15596; HEK293 GAL4-SRC2 luciferase reporter; inhibition, % at 9 µM; actives 0.17% (n = 370,000); AID 651957, 2012;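 active means inhibition above the mean inhibition of all tested compounds plus 3 SD, set per campaign, cut at about 52% in these data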;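 further: 0% = DMSO treated cells and 100% = cells given Gossypol at 36 µM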
TLR9-MyD88 block – inhibitors of TLR9-MyD88 association in cells, primary screen, cell-based, CHO, BLA complementation, fluorescence. CCF4 FRET ratio. actives 0.21% (n = 340,000). inhibition, % at 4.98 µM. AID 504734, 2011. Toll-like receptor 9 (Homo sapiens) + Myeloid differentiation primary response protein …;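 active means inhibition above the mean over all tested compounds plus 3 SD, cut at about 21% in these data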;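 further: 0% = DMSO only wells and 100% = clavulanate BLA inhibitor control wells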
Target sequence (Q99836 whole entry, looked up): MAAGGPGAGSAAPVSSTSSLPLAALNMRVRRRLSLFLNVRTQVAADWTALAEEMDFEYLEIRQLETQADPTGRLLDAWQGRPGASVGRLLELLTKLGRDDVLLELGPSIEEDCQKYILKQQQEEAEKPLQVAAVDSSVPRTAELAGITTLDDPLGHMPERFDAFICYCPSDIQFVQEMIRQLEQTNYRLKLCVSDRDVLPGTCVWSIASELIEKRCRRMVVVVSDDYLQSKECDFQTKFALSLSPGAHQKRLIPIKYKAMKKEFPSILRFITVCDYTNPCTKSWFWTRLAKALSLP
Target sequence (Q9NR96 whole entry, looked up): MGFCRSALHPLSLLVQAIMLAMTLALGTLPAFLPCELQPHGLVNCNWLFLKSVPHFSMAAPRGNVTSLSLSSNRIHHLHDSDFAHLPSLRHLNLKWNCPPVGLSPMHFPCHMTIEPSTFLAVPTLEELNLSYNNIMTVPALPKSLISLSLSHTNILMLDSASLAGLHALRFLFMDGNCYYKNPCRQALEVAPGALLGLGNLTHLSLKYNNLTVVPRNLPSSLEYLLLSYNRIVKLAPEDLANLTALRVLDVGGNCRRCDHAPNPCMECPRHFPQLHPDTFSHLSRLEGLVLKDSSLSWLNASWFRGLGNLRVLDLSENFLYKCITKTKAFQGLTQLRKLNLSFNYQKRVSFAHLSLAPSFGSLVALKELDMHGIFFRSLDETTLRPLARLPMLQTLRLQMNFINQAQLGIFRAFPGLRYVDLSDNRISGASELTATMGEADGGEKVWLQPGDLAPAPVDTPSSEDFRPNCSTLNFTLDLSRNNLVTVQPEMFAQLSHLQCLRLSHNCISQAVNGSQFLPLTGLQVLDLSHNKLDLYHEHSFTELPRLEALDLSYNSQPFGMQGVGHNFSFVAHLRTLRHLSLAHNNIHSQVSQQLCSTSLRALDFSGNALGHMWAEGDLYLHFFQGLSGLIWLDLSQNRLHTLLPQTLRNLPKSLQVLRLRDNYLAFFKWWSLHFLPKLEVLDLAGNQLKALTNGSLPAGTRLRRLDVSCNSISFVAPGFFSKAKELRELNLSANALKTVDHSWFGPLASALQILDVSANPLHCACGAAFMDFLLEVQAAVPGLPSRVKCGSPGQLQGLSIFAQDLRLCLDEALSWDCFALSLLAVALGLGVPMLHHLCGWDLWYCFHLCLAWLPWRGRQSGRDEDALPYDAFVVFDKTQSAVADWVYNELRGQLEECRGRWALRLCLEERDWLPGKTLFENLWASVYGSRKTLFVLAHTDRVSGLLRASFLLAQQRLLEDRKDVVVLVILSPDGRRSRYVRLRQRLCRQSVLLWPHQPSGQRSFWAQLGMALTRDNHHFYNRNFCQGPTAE
* hit, by the source's call; . = not tested or not shown. This is a subset; rates above refer to the full screens.

SMILES	TWEAK-Fn14 inh	ABHD5-PLIN5 inh	SRC1 inh	NR5A2 inv ag	SRC3 inh	NR2F2 inh	Granule exo inh	TROY signal inh	NOD2 RIPK2 PPI	NCOA2 inhibitor	TLR9-MyD88 block
C/C(=N\NC(=S)NC1CCCCC1)c1ccccc1	47	2	-22	-15	-31	-8	4	54*	3	-18	-4
O=S(=O)(NC1=NCCCCC1)c1ccc2ccccc2c1	-2	1	-26	-24	-19	11	6	-32	7	-21	7
Cc1ccc(S(=O)(=O)CC(=O)Nc2c(C)n(C)n(-c3ccccc3)c2=O)cc1	20	-2	-6	4	-3	14	9	-3	-2	-10	3
CCOC(=O)/C(C#N)=C1\CCCN1CC(N)=S	10	-6	-5	4	-2	-22	-3	3	11	-4	1
CCOC(=O)c1sc2nc(C)[nH]c(=S)c2c1C	-17	1	-32	16	2	26	-2	-34	-9	-9	8
COc1cc(C)ccc1S(=O)(=O)NC(=O)C1(C)CCN1C(=O)c1ccc(C2CCCCC2)cc1 (stereo not given)	5	-3	-15	16	6	-4	4	-10	2	15	.
CCn1c(Cc2c(C)[nH]c3ccccc23)nnc1SCC(=O)NCc1ccccc1	11	6	5	5	-1	-21	0	-9	4	0	0
O=C(Cn1cc([N+](=O)[O-])cn1)NCc1cc2ccccc2[nH]1	15	-2	-7	5	25	8	8	-10	10	-10	1
CC/C(=N\NC(=O)CSCc1ccccc1Br)c1ccc2c(c1)OCCO2	13	-3	5	-3	1	4	1	1	-9	-13	3
COc1cc(/C=C/c2cc[n+](C)cc2)ccc1OCC(=O)Nc1ccccc1	2	6	-22	-21	-20	-7	-12	-14	-1	-43	-3
CC1CCCC(NC(=O)CN2C(=O)NC(Cc3c[nH]c4ccccc34)C2=O)C1C (stereo not given)	3	-7	-21	7	27	-17	-2	-2	4	-19	-2
O=C(O)C1(S(=O)(=O)CCC(F)=C(F)F)CC1	-39	1	-9	3	1	-1	-1	10	-8	5	5
CC(=O)N1CCN(C2=NC(=O)/C(=C/c3ccc(OS(=O)(=O)c4ccccc4)cc3)S2)CC1	10	5	18	38	4	12	18	28	-2	1	8
COc1ccccc1C(=O)NNC(=O)c1ccc(NC(=O)c2ccccc2)cc1	-1	0	1	22	8	-19	2	23	3	-17	0
CCOc1ccccc1C(=O)n1nc(C)cc1C	-1	3	-18	21	22	12	-1	-3	0	-12	0
COc1ccc(-c2cc(C(F)(F)F)nc(N3CCCCCC3)n2)cc1	10	-3	-3	-6	15	-4	2	-24	7	-18	2
CSc1ccccc1NC(=O)c1noc(C)c1[N+](=O)[O-]	5	-5	0	-15	16	3	6	14	8	-68	2
CCN(CC(=O)Nc1ccc(NC(C)=O)cc1)CC(=O)Nc1cc(C)on1	-3	6	-1	15	-8	-1	-5	-1	-2	0	6
CCOc1ccc(C(=O)NCC(c2ccco2)N2CCOCC2)cc1 (stereo not given)	-7	0	-19	9	-3	-4	1	-20	-7	-5	-7
N#CCCN(C(=O)COC(=O)c1ccc2c(c1)OCCO2)c1ccccc1	4	1	-11	22	3	1	1	8	-12	-12	-3
Cc1cc(C)cc(CC(Cc2nc3ccccc3[nH]2)c2nc3ccccc3[nH]2)c1 (stereo not given)	56*	-1	5	17	1	18	8	52*	-13	1	-7
O=C(c1ccco1)N1C2C=CC(C2)C1(C(F)(F)F)C(F)(F)F (stereo not given)	-1	1	-21	7	11	-11	0	1	-13	-10	-12
Cc1ccccc1-n1c(C)cc(/C=C2/C(=N)N3C(c4ccccc4)=CSC3=NC2=O)c1C	55*	-1	-2	5	-3	0	-5	8	3	-7	1
O=C1C=C(c2ccccc2)C(=O)N1Nc1ccccc1	-1	86*	-6	-13	7	-22	59*	-10	49*	-9	20
Cc1onc(-c2ccccc2)c1C(=O)N/N=C/c1cc2c(cc1Br)OCO2	19	-2	4	-5	11	9	1	33	0	7	0
CCN(C(=O)c1ccco1)c1nnc(-c2cccnc2)s1	-4	-1	-51	-104	-96	-34	-6	-20	-9	-32	-5
COc1cc(NC(=S)Nc2ccc(Br)cc2Cl)c(OC)cc1Cl	-13	-9	17	4	13	-7	-4	-3	-6	-14	3
O=C(CSc1nnc(-c2ccncc2)o1)NCc1ccccc1	12	4	-13	8	3	11	-1	-8	3	15	5
Cc1ccc(C(=O)NCc2ccc3c(c2)OCO3)cc1	0	7	-12	-2	-16	6	-4	-2	6	3	-8
CCOc1ccccc1N(C)S(=O)(=O)c1ccc2c(c1)N(C(C)=O)CCO2	6	1	12	2	-9	9	-6	2	-1	7	-13
CCN(CC)c1ncnc2c1ncn2[C@H]1CN(Cc2ccc(Cl)cc2)C[C@@H](CO)O1	-100	6	3	33	4	-3	-9	-16	8	1	.
CC(Sc1nc(N)cc(N)n1)C(=O)NCC1CCCO1 (stereo not given)	4	-1	-13	-8	-19	-30	-1	-24	-17	10	-9
CC(=O)OCC1CC(COC(C)=O)C(COC(C)=O)CC1COC(C)=O (stereo not given)	7	-3	1	-4	10	4	35	-5	-14	-3	-4
COc1cccc(-n2ccnc2SCC(=O)Nc2nccs2)c1	-18	-1	-69	-15	-9	-12	3	-31	-6	-52	2
Nc1nc(SCC(=O)NCCN2CCOCC2)nc2sc3c(c12)CCC3	0	2	3	18	13	15	7	-1	7	-4	-8
Nn1c(SCc2csc(-c3ccccc3)n2)nnc1-c1cccs1	-6	5	-34	10	11	10	-2	-15	-4	-43	6
COC(=O)C1C(=O)C2=C(CC1C)NC(C)=C(C(=O)OC1CCCCC1)C2c1ccc(N(C)C)cc1 (stereo not given)	-2	-6	-1	19	-7	7	-3	-13	-2	4	-4
Cc1cc(=O)[nH]c(SCC(=O)Nc2ncc(S(=O)(=O)c3ccc([N+](=O)[O-])cc3)s2)n1	-5	-5	-10	-5	-2	-6	-2	14	0	14	4
COc1ccc(C(CNC(=O)CCNS(=O)(=O)c2ccccc2)N2CCOCC2)cc1 (stereo not given)	11	4	1	13	5	13	-5	-7	8	-24	3
CCOc1ccc(NC(=O)c2cccc(NC3=NC4CS(=O)(=O)CC4S3)c2)cc1 (stereo not given)	0	-2	-1	12	2	-14	-4	-3	-2	-7	3

Results in NCOA2 inhibitor and ABHD5-PLIN5 inh (2 entries from above):
| SMILES | NCOA2 inhibitor | ABHD5-PLIN5 inh |
| --- | --- | --- |
| Cc1ccccc1-n1c(C)cc(/C=C2/C(=N)N3C(c4ccccc4)=CSC3=NC2=O)c1C | -7 | -1 |
| CCN(C(=O)c1ccco1)c1nnc(-c2cccnc2)s1 | -32 | -1 |

(next part)
SMILES	TWEAK-Fn14 inh	ABHD5-PLIN5 inh	SRC1 inh	NR5A2 inv ag	SRC3 inh	NR2F2 inh	Granule exo inh	TROY signal inh	NOD2 RIPK2 PPI	NCOA2 inhibitor	TLR9-MyD88 block
CCOc1ccc(OCC(=O)NCCS(=O)(=O)N2CCN(c3ccc(F)cc3)CC2)cc1	11	1	-2	-9	19	-6	-1	5	-12	19	-1
Cc1cc(OC(=O)c2ccccc2Br)c([N+](=O)[O-])c(=O)[nH]1	-10	2	-12	3	2	5	-2	-3	-10	-9	8
O=C(N/N=C/c1cccc([N+](=O)[O-])c1)c1cc(-c2ccccc2)nc2ccccc12	9	1	3	3	5	-12	0	18	1	21	-1
Cc1ccnc2nc(C(=O)OCC(=O)NCCc3ccc(Cl)cc3)nn12	-27	5	7	13	9	10	-2	2	-8	-18	-10
COC(=O)c1nnn(-c2nonc2N)c1CN1CCc2ccccc21	16	8	2	2	21	0	-2	15	0	-15	13
Cc1ccc(C(=O)Nc2ccccc2C(=O)NCc2cccnc2)cc1	-5	2	-4	-6	1	-5	26	0	0	1	-1
CCOC(=O)c1cnc2cc(-c3ccc(C)cc3)nn2c1-c1ccccc1	7	1	-1	10	12	-6	-1	9	0	6	0
CC(=O)c1cccc(N(C(=O)c2ccccn2)C(C(=O)NC2CCCCC2)c2ccccc2)c1 (stereo not given)	-19	-10	-2	2	1	17	-2	-16	-10	-18	9
COc1cccc(CNC(=O)CNC(=O)c2cccs2)c1	11	-3	24	3	8	-9	-4	8	2	-4	2
NNC(=S)NCc1ccco1	5	2	11	-6	10	3	4	5	0	11	-7
COC(=O)c1cccc(Nc2ccc([N+](=O)[O-])cn2)c1	-9	1	-9	15	-7	22	1	-34	0	-13	-1
Cc1onc(-c2ccccc2)c1C(=O)NCc1ccccn1	2	3	6	13	13	4	-1	8	-4	-11	-4
CN(C)c1ccc(/C=N/NC2=NS(=O)(=O)c3ccccc32)cc1	20	-1	-8	-3	-2	6	-6	-9	-3	-15	1
Cc1nnc(NC(=O)COc2ccc3c(C)cc(=O)oc3c2)s1	-12	-3	-31	8	0	0	3	-6	-5	-8	-7
COc1ccc(-c2nnc(SCC(=O)NC(C)c3ccccc3)o2)cc1OC (stereo not given)	-1	4	2	14	4	-1	-10	-2	-4	-3	7
Cc1noc(C)c1COC(=O)C(c1ccccc1)c1ccccc1	8	-3	-16	-8	-11	6	0	-11	-6	-51	13
C=CC[C@@H](CC(=O)OC(C)(C)C)C(=O)OC[C@H]1CCCN1C(=O)[C@@H](CC=C)CC(=O)NCCO	0	5	1	-2	3	-14	-5	0	0	1	0
Clc1cccc(CNc2ccn3nc(-c4ccccc4Cl)cc3n2)c1	8	-7	-18	16	-8	-20	10	-4	7	-12	.
Cc1csc(SCC(=O)Nc2cc(S(=O)(=O)N3CCCC3)ccc2Cl)n1	-24	-3	2	-10	7	-30	-2	4	-7	-4	7
CCOc1ccc(NC(=S)NC(=O)c2cnn(CC)c2)c([N+](=O)[O-])c1	0	0	-14	9	-6	-1	-2	-16	-3	-16	6
COc1cccc2cc(-c3cc(=O)oc4ccc(OCC(C)=O)cc34)oc12	1	0	10	30	-10	9	1	13	-10	0	-5
O=C(NC1CCCCC1)c1cc(S(=O)(=O)N2CCOCC2)ccc1Cl	-3	10	5	6	-8	1	0	-7	-6	4	8
COc1cccc(N2CCN(C(=O)CC(C)(C)CC3=NS(=O)(=O)c4ccccc4N3)CC2)c1	15	-9	-4	1	-2	7	4	9	1	9	-15
Cc1cc(C)c(NC(=O)CNC(=O)COC(=O)C2=COCCO2)c(C)c1	2	-2	3	-2	15	17	-6	-4	-19	10	9
Cc1ccc(S(=O)(=O)N2CCN(CC(=O)N/N=C\c3ccc(O)c(O)c3)CC2)cc1	-2	4	-9	-8	2	-9	12	7	-6	8	0
